# USP2a block: inhibitors of human ubiquitin-specific protease USP2a. Potency, µM (titrated, usually from 38.3 µM), without a hit: top-dose activity change, negative = inhibition, hits mostly inhibitors. 0.01% of 330,000 active. USP2 core, Ub-CHOP2 coupled fluorogenic reporter, 485/531. AID 463254;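 further: potency means the concentration at half of the fitted maximal effect; plate controls were DMSO wells for no effect and full inhibition by NEM control for full effect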
#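 USP2 core (10nM final) preincubated 30min RT with compound in 20mM Tris-HCl pH 8.0, 2mM CaCl2, 2mM beta-mercaptoethanol, 0.05% CHAPS; 25nM Ub-CHOP2 plus 25nM reporter substrate added, fluorescence (Ex485/Em531) read after 60min.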
# Tb PFK block: blocks T. brucei phosphofructokinase; O15648; T. brucei PFK, ADP-Glo luminescence; Potency, µM (titrated, usually from 57.5 µM), inactives show top-dose activity, negative = inhibition, most hits filed as inhibitors; 0.17% of 330,000 active; AID 485367;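 further: potency means the concentration at half of the fitted maximal effect; 0% = uninhibited 1x PFK enzyme wells and -100% = no-enzyme wells; nearly all actives have a fitted effect of over 60% in size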
# Target sequence (O15648 whole entry, looked up): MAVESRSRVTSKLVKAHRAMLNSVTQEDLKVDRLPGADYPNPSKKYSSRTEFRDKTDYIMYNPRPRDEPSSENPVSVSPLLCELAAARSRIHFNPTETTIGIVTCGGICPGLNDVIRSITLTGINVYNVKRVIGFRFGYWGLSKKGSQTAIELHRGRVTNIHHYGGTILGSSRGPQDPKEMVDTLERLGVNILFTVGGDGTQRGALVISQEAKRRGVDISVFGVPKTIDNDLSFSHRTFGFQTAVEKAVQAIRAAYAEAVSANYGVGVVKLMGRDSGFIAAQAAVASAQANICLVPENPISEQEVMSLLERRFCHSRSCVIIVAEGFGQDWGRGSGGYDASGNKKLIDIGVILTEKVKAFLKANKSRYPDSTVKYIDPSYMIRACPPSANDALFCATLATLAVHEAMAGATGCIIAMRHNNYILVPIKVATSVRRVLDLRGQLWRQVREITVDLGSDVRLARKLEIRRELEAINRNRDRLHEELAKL
#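 Luminescent ADP detection (ADP-Glo, two-step: ATP depletion then ADP-to-ATP conversion for luciferase) reported PFK activity after 45 min room-temperature reaction of 1.25 nM enzyme with 0.5 mM F6P and 0.1 mM ATP at pH 8.0.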
# PTAP TSG101 blk: blocks PTAP/TSG101 interaction to inhibit HIV-1 budding; Q99816; 340,000 tested, under 10 active; AID 493005; Potency, µM (titrated, usually from 115 µM), for the others: top-dose activity change, negative = inhibition, usual class: inhibitors; Fluorescence polarization, FITC-PTAP peptide / Tsg101 binding; active means well fitted inhibition curve with a large enough effect in the main read-out, with a control signal flat, not every such curve was filed as active; inconclusive means small, poorly fitted or top-dose-only effect, or effect the other way, or a change in a side signal; inactive means no such curve, though single readings can be large or run the other way; further: potency means the concentration at half of the fitted maximal effect; % of control where 0% means no effect
# Target sequence (Q99816 whole entry, looked up): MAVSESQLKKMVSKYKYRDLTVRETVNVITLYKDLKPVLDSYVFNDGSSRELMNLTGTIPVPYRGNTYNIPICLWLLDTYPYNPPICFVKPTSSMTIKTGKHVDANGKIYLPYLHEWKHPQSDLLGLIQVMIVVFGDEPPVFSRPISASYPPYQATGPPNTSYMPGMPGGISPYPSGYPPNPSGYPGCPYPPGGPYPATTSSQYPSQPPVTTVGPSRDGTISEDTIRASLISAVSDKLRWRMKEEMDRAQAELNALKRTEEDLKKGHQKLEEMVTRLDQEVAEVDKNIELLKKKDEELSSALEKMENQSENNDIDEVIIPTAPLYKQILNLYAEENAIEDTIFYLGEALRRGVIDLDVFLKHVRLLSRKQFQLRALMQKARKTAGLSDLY
#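 Fluorescence polarization binding of Tsg101 binding domain (10 uM final) to FITC-labeled PTAP peptide (50 nM final) in HEPES pH 7.5 buffer with NaCl, Tween 20, EDTA, TCEP. Compounds added before peptide; binding 20 min at RT.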
# Eya2 inh: Eya2 (human) phosphatase inhibition | O00167 | recombinant Eya2, OMFP fluorescence dephosphorylation (OMFP is methylfluorescein phosphate) | Potency, µM (series often up to 76.9 µM), without a hit: at the highest dose activity, negative = inhibition, most hits filed as inhibitors | 0.006% of 330,000 active; further: potency means the concentration at half of the fitted maximal effect; on the % scale 0 is the no-effect control and ±100 the full control effect
#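 Eya2 (0.2 uM) preincubated 10 min at ambient with compound, then OMFP substrate added at 50 uM; 10 min reaction in 50 mM HEPES pH 7.5, 50 mM NaCl, 5 uM MgCl2, 0.05% BSA, 1 mM DTT. Fluorescence read at Ex 485/Em 525 nm.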
# BCR signal inh: blocks chronic active B-cell receptor signaling; 0.05% of 340,000 active; ABC-DLBCL IkBa-CBG/CBR reporter, luminescence ratio, 4 h; AID 493014; Potency, µM (series often up to 46.1 µM), for the others: at the highest dose ratio change, negative = lower green/red ratio, usual class: inhibitors; active means well fitted inhibition curve with a large enough effect in the signal ratio, with a control signal flat, not every such curve was filed as active; inconclusive means small, poorly fitted or top-dose-only effect, or effect the other way, or a change in a side signal; the % refers to the signal ratio;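 further: potency means the concentration at half of the fitted maximal effect; plate controls were basal doxycycline-induced cells for no effect and cells given 10 µM MG132 for full effect; MG132 reads +100%, hits lower the ratio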
#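 Cell line TMD8 (human ABC DLBCL), stably expressing tet-inducible CBG68-IkBa fusion and CBR; IMDM/0.5% FBS; cpd up to 46 uM; dox induction, 4 h, 37C/5% CO2; dual luminescence; green/red ratio; MG132 control.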
# Mito fusion act: mitochondrial division inhibition or fusion activation; S. cerevisiae fusion-defective mutant growth rescue, CellTiterGlo 48 h; Potency, µM (doses to about 46.1 µM), inactives show top-dose growth rescue (activation), hits mostly activators; 0.23% of 320,000 active; AID 485298;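 further: potency means the concentration at half of the fitted maximal effect; % of control where 0% means no effect; nearly all actives have a fitted effect of over 45% in size; temperature-sensitive fusion mutants such as fzo1-1 at 37 °C on non-fermentable ethanol glycerol medium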
#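 Yeast fusion mutant, YPEG (non-fermentable carbon), compound, 48 h at 37C non-permissive; CellTiterGlo added, 10 min RT, luminescence read. Rescued growth = division inhibition.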
# B2AR arrestin: recruits beta-arrestin to the human beta2-adrenergic receptor; beta-arrestin recruitment to beta2AR, cell-based reporter; Potency, µM (highest dose often 46.1 µM), for the others: top-dose activation, usual class: activators; 0.02% of 330,000 active; AID 492947;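 further: potency means the concentration at half of the fitted maximal effect; 0% = DMSO controls and full agonism = EC100 isoproterenol or metaproterenol; nearly all actives have a fitted effect of over 65% in size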
# ELG1 DNA repair: blocks ELG1-dependent DNA repair in HEK293T cells. 2.3% of 330,000 active. HEK293T ELG1-luciferase reporter, luminescence, 16 h; DNA damage induced by 5-fluorouridine. Potency, µM (doses to about 46.1 µM), without a hit: top-dose activity change, negative = inhibition, usual class: inhibitors. AID 504467; further: potency means the concentration at half of the fitted maximal effect; on the % scale 0 is the no-effect control and ±100 the full control effect; nearly all actives have a fitted effect of over 55% in size
#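 DMSO vehicle served as the neutral condition. Each well held 2,000 cells given 5-fluorouridine plus compound; after 16 hr at 37 °C/5% CO2, ONE-Glo was added and luciferase measured 30 min later.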
# TCR act: activates T cell receptor signaling | primary human leukocytes, anti-CD3, IL-2 HTRF, 48 h | Potency, µM (top dose mostly 9.22 µM), for the others: at the top dose activation of IL-2 secretion, hits mostly activators | 330,000 tested, under 10 active | AID 504894; further: % of control where 0% means no effect
#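 Compounds are tested in HTS on primary human leukocytes co-incubated with a-CD3 beads for 48 hr. IL-2 output is measured by time-resolved FRET.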
# TSHR antag: antagonists of human thyroid stimulating hormone receptor. 0.2% of 330,000 active. activity change, negative = inhibition, % at 11.5 µM. P16473. TSHR-expressing cells, TSH-stimulated cAMP HTRF, 2 h; active compounds read low;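 active means activity change below a set negative limit, meaning inhibition stronger than a set level, cut at about -70% in these data; inconclusive means activity change between two set negative limits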; further: on the % scale 0 is the no-effect control and ±100 the full control effect
#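 Competitive HTRF cAMP read-out (cryptate anti-cAMP antibody, cAMP-d2; 30 min, room temperature) in freshly harvested TSHR cells. Compounds added before TSH at EC80 (4nM final), followed by 2 hours' incubation at 37 deg C.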
# uPA generation: inhibitors of cell surface uPA generation. cell surface uPA generation assay, qHTS. Potency, µM (highest dose often 38.3 µM), without a hit: at the top dose activity change, negative = inhibition, most hits filed as inhibitors. 0.31% of 330,000 active; active means well fitted inhibition curve with a large enough effect; inconclusive means small, poorly fitted or top-dose-only effect; inactive means no such curve, though single readings can be large or run the other way; tested in mouse RAW 264.7 cells; further: potency means the concentration at half of the fitted maximal effect; on the % scale 0 is the no-effect control and ±100 the full control effect; nearly all actives have a fitted effect of over 55% in size
# An asterisk follows results filed as active; u = inconclusive; x = not tested or not shown; & = joins results of further samples; [ ] = dose if it differs, or a comment. Unless noted, the call rests on the fitted dose curve; in most records, active means well fitted curve in the direction sought with a large enough effect; inconclusive means small, poorly fitted or top-dose-only effect, or another doubt; inactive means no such curve, though single readings can be large; an effect the other way counts as inactive or inconclusive.
SMILES,USP2a block,Tb PFK block,PTAP TSG101 blk,Eya2 inh,BCR signal inh,Mito fusion act,B2AR arrestin,ELG1 DNA repair,TCR act,TSHR antag,uPA generation
COc1ccc(C(C)=O)cc1COC(=O)C(CO)NS(=O)(=O)c1ccc(Br)cc1 (configuration not stated),0%,-2%,-1%,0%,-8%,-3%,-1.1%,-11%,-2%,7,-1%
CCOC(=O)c1ccc(NC(=O)CSc2n[nH]c(-c3ccncc3)n2)cc1,1%,0%,-3%,12%,-4%,-1%,-0.1%,-1%,1%,-14,15%
CSc1nc(=O)n2cc(C)ccc2n1,-1%,-6%,0%,-6%,8%,-11%,-0.1%,-9%,-16%,1,3%
Cc1ccc2nc(N3C(=O)C(O)=C(C(=O)c4ccc(C)o4)C3c3ccco3)sc2c1 (configuration not stated),0%,-17%,-8%,-12%,4%,8%,-0.1%,u,2%,91,-9%
C/C(CC(C)C)=N\Nc1ccc(S(N)(=O)=O)cc1[N+](=O)[O-],0%,-1%,-5%,-16%,0%,2%,0.0%,-24%,-3%,3,-6%
CCOc1cc(C(=O)NCC2CCCO2)cc(OCC)c1OCC (configuration not stated),0%,-6%,-5%,-4%,-9%,-6%,0.0%,-24%,-4%,5,x
CC(C)COC(=O)N1CC(O)CC1C(=O)Nc1ccc2c(c1)OCO2 (configuration not stated),4%,2%,-2%,14%,-2%,-1%,-0.1%,u,-7%,-1,-3%
CCCCCc1c2c(cc(O)c1C(=O)O)OC(=O)c1cc(C(=O)CCCC)c(OC)cc1O2,0%,0%,-10%,5%,0%,x,-0.4%,16%,-3%,-38,4%
O=C(CCn1nc(-c2ccc(Cl)cc2)ccc1=O)NCc1cccnc1,3%,-17%,-2%,-17%,0%,-2%,0.1%,-16%,-9%,0,x
Cc1ccc(NC(=O)CCn2c(=O)[nH]c3ccsc3c2=O)cc1,-6%,-5%,-4%,1%,-12%,-8%,0.0%,0%,-6%,14,3%
C/C(=C\c1cccc(Cl)c1Cl)C(=O)c1c(C)cc(C)[nH]c1=O,4%,4%,-1%,-19%,u,1%,-0.4%,-6%,x,-8,-11%
Cc1ccccc1OCC1Cc2c(nc(N)c(C#N)c2N)O1 (configuration not stated),3%,u,-4%,24%,-8%,0%,-0.2%,u,-6%,2,1%
CCCCC(=O)Nc1nc2c(OC)cc([N+](=O)[O-])cc2s1,1%,-4%,-5%,-3%,u,0%,0.0%,5%,-3%,-19,8%
Nc1ccc(C(=O)Nc2ccco2)cc1,2%,6%,1%,-2%,u,3%,-0.8%,u,8%[46.1 µM],-1,-3%
COCCNC(=S)N1CCCN(c2nc3cc(C)ccc3cc2C#N)CC1,2%,1%,-4%,-18%,u,-5%,0.2%,u,5%,-48,3%
CCc1ccc(NC(=O)CN2CCc3ccccc3C2)cc1,-1%,1%,-3%,-4%,-11%,-2%,-0.1%,u,-2%,9,3%
Cc1cc(SCC(=O)Nc2cccc(S(N)(=O)=O)c2)c(C)cc1Br,-1%,-3%,-4%,-9%,-32%,20%,-0.2%,u,2%,-10,-2%
N#Cc1cc(Br)ccc1N=C1CCCN1c1ccccc1,-5%,-4%,0%,0%,7%,15%,0.2%,-11%,-2%[46.1 µM],16,3%
CCOC(=O)c1n[nH]n2c1nc(=O)c1ccccc12,3%,0%,-6%,12%,u,u,-0.2%,16%,6%,-12,-1%
COCCOC(=O)C1=C(C)N(Cc2ccccc2)C(=O)NC1c1ccc(OC)cc1 (configuration not stated),0%,-4%,-7%,32%,u,-1%,-0.6%,-20%,2%,-3,6%
COc1ccc(-c2cn(-c3ccc(C)c(Cl)c3)c(=S)[nH]2)cc1OC,1%,-20%,-8%,-4%,u,-19%,-0.1%,12%,-3%,-7,4%
COC(=O)c1cc(=O)c2c([N+](=O)[O-])ccc(OC)c2o1,0%,3%,1%,11%,5%,-3%,-0.3%,11%,7%,22,7%
CS(=O)(=O)N(CC(=O)NC1CCCCC1)c1cccc(F)c1,-1%,-3%,-2%,11%,0%,3%,0.0%,13%,4%,28,4%
CCOC(=O)c1sc(=N)n(-c2ccc(OC)cc2)c1C,4%,u,-4%,-13%,-22%,-2%,0.2%,u,-5%,-5,-7%
COCc1cc(CN(C)C(=O)c2oc3c(F)cccc3c2C)[nH]n1,2%,-4%,-8%,1%,u,7%,0.4%,15%,-7%,5,-6%
CN(C)C1CCN(Cc2cc(COCc3ccccc3)c3cccnc3c2O)C1 (configuration not stated),-1%&3%,-4%&-1%,-7%,4%&4%,7%&-1%,-4%,3.6%&-0.2%,u,-4%,5&7,u
CCc1noc(C)c1C(=O)OCC(=O)Nc1ccc(F)cc1Cl,2%,-9%,1%,4%,-11%,3%,-0.2%,u,10%,3,-11%
Cc1ccccc1-c1n[nH]c(=S)n1/N=C/C=C/c1ccco1,4%,-6%,2%,10%,u,0%,-0.7%,-26%,-3%,-5,-7%
CC(CC(=O)N1CCN(S(=O)(=O)c2ccccc2)CC1)n1cncn1 (configuration not stated),4%,-2%,-4%,0%,3%,-4%,-1.1%,1%,0%,-2,2%
O=C(CSc1nnc(Cc2cc(=O)[nH]c(=O)[nH]2)n1-c1ccccc1)NCC1CCCO1 (configuration not stated),3%,17%,-8%,-26%,14%,-2%,-0.2%,20%,x,-5,-2%
CN(C)c1ccc(C(=S)N2CCCCC2)cc1Br,0%,0%,-4%,-1%,0%,6%,0.4%,-15%,4%,5,2%
CCOCCCNC(=O)c1ccccc1Br,-2%,-5%,0%,10%,1%,2%,-0.4%,u,-2%,x,1%
CNC(=O)c1sc(Nc2cc(C)ccc2C)nc1C,11%,1%,0%,7%,-1%,0%,-0.1%,5%,7%,-7,-2%
Cc1sc(NC(=O)CCCC(=O)O)c(C(N)=O)c1-c1ccccc1,-1%,-3%,-1%,-16%,u,3%,-0.3%,u,1%,-9,-2%
O=C(CN(c1ccccc1)S(=O)(=O)c1ccccc1)NCCSCc1ccco1,6%,u,2%,0%,3%,4%,0.4%,-3%,4%,9,4%
Cc1c(C(=O)O)oc2ccc(S(=O)(=O)NCCC3=CCCCC3)cc12,0%,-1%,-12%,-7%,11%,-2%,0.0%,21%,7%[46.1 µM],6,x
CCc1ccc(-c2cc(C)no2)cc1S(=O)(=O)N1CC(=O)Nc2ccccc21,4%,3%,-5%,8%,3%,16%,-0.2%,16%,2%,-1,-4%
Cn1nc(/C=C/c2ccccc2)ccc1=O,-1%,-1%,0%,-22%,u,2%,0.2%,u,6%,-6,-8%
N#C/C(=C(\O)CCl)c1nnc2n1CCCCC2,-1%,1%,-3%,-6%,u,0%,-0.3%,3%,-1%,5,3%
CCC(=O)NNC(=O)CCC(=O)Nc1ccccc1,0%,1%,x,-10%,14%,2%,-0.2%,u,x,-1,x
COc1ccc(NC(=O)Cn2nnc(C(=O)NCc3ccc4c(c3)OCO4)c2N)cc1,0%,-3%,1%,-4%,1%,2%,0.3%,u,3%,13,4%
COc1ccc(/C=N/NC(=O)c2cccnc2)cc1,0%,-22%,-2%,-5%,u,4%,-1.2%,17%,-7%,11,u
CCOc1cc(C(=S)N2CCOCC2)ccc1O,0%,u,-3%,18%,1%,0%,-0.4%,-6%,2%,0,-1%
Cc1ccc2nc(NC(=O)CSc3nc(=O)n(CCN(C)C)c4c3CCCC4)sc2c1,0%,-10%,-2%,4%,-13%,-4%,0.2%,20%,2%,8,5%
COc1cccc(NC(=O)CN2C(=O)CSc3nc(C)cc(C)c32)c1,0%,-3%,0%,-3%,u,2%,0.0%,0%,-4%,-4,12%
N/C(=N\O)c1cccc(CS(=O)(=O)c2ccccn2)c1,3%,-1%,-1%,u,16%,2%,-0.1%,-16%,4%,-29,-8%
O=C(O)CCCN=CC1=C(O)CNC1=O,0%,1%,0%,-24%,3%,-10%,0.0%,11%,-1%,11,0%
O=C(C1CCCCC1)N(CCN1CCCC1)c1nc2ccccc2s1,4%,-4%,0%,5%,5%,-2%,-0.4%,u,2%,3,5%
Nc1c(S(=O)(=O)c2ccccc2)c2nc3ccccc3nc2n1/N=C/c1cccc(O)c1,8%,-1%,-1%,-1%,-5%,21%,-0.3%,u,-8%,15,15%
